Screens from PubChem BioAssay.
Apoferritin bind = candidate novel general anesthetic via apoferritin binding; 350,000 tested, 0.074% active; apoferritin/1-aminoanthracene competitive binding, fluorescence; Potency, µM (series often up to 77.5 µM), for inactives: at the highest dose activity change, negative = displacement, hits mostly inhibitors; further: potency means the concentration at half of the fitted maximal effect; on the % scale 0 is the no-effect control and ±100 the full control effect; nearly all actives have a fitted effect of over 20% in size
Target sequence (P02791 2-175 limits assumed): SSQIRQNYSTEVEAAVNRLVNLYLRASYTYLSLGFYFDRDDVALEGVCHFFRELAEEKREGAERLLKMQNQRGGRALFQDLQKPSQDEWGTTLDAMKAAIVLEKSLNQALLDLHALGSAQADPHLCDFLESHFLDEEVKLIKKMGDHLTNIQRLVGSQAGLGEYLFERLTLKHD
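Probe: 1-aminoanthracene (50% saturated, PBS). Protein: horse-spleen apoferritin, 10 uM. Incubation: 10 min, room temperature. Detection: 380 nm excitation, 535 nm emission. Analysis: normalized response, four-parameter Hill.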
POLK inh = blocks human DNA polymerase kappa activity; Potency, µM (doses to about 107 µM), for the others: at the top dose activity, negative = inhibition, actives largely listed as inhibitors; Q9UBT6; purified Pol kappa, fluorescent DNA synthesis assay, 10 min; 400,000 tested, 0.53% active; further: potency means the concentration at half of the fitted maximal effect; on the % scale 0 is the no-effect control and ±100 the full control effect
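Activity was followed as the change in fluorescence between reads at 0 and 10 min after starting the reaction with 50 nM substrate. Beforehand, 10 nM polymerase had been preincubated with compound for 15 min at room temperature.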
RGS4 inhibitor = inhibitors of human regulator of G protein signaling 4. Transcreener GDP fluorescence polarization, RGS4-accelerated GTP hydrolysis. 390,000 tested, 0.039% active. AID 504845. Potency, µM (titrated, usually from 114 µM), for inactives: at the highest dose activity change, negative = inhibition, actives largely listed as inhibitors; further: potency means the concentration at half of the fitted maximal effect; on the % scale 0 is the no-effect control and ±100 the full control effect; nearly all actives have a fitted effect of over 75% in size; some results filed as inactive show a strong effect at the top dose
Target sequence (P49798 whole entry, looked up): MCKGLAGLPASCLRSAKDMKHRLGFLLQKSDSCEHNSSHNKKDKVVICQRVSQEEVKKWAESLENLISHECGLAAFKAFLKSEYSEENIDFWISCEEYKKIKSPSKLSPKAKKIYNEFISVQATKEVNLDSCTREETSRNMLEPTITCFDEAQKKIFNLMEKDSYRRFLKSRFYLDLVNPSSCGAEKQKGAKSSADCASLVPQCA
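MLSMR compounds (23 nl, pin-transferred) preincubated 10 min at room temperature with a 500nM (2x) first reagent, then RGS4 at 900nM (2x) plus Transcreener GDP mix added; fluorescence polarization (620/688 nm) read before and after 90 min at 30 °C.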
12-LOX inh = ALOX12 (human) lipoxygenase inhibition; purified 12hLO, xylenol orange hydroperoxide absorbance; Potency, µM (highest dose often 108 µM), for inactives: at the top dose activity change, negative = inhibition, usual class: inhibitors; 580,000 tested, 1.1% active; further: potency means the concentration at half of the fitted maximal effect; on the % scale 0 is the no-effect control and ±100 the full control effect
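Purified human 12hLO at 150 nM in 25 mM Hepes, 0.01% Triton X-100, pH 7.0, preincubated 15 min at room temperature with compound. Reaction started with 40 uM arachidonic acid, 30 min at room temperature. Hydroperoxide measured by Fe-xylenol orange, 573/405 nm absorbance ratio.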
LDHA inh = blocks human lactate dehydrogenase A; P00338; purified LDHA, NADH/diaphorase-resazurin fluorescence; hits give low values; activity change, % (values are at about 110 or 230 µM); 480,000 tested, 0.15% active; in the data active means activity change below about -30%; inconclusive means mostly about -25% to -30%;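 further: plate controls were DMSO wells for no effect and wells without enzyme for full effect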
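Remaining NADH was detected by diaphorase (0.133 mg/mL) converting 37 µM resazurin to fluorescent resorufin, read at 0 and 20 minutes. The preceding 5-minute room-temperature reaction used 2 nM LDHA, 0.2 mM sodium pyruvate and 0.06 mM NADH at pH 7.4.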
APE1 inh = blocks human APE1 abasic DNA cleavage; P27695; recombinant APE1, TAMRA/BHQ-2 abasic DNA cleavage fluorescence; Potency, µM (highest dose often 65.8 µM), inactives show at the top dose activity change, negative = inhibition, usual class: inhibitors; 350,000 tested, 0.35% active; AID 2517;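 further: potency means the concentration at half of the fitted maximal effect; plate controls were vehicle for no effect and reference inhibitor for full effect; nearly all actives have a fitted effect of over 55% in size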
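Incision of a quenched TAMRA/BHQ-2 THF abasic-site duplex (50 nM) by 0.75 nM APE1, after 15 min compound preincubation, measured as fluorescence increase over three 60 s reads. Values normalized to buffer, DMSO and NSC13755 control wells.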
Pol eta inh = DNA polymerase eta (human) inhibition; recombinant Pol eta, fluorescent DNA replication assay; Potency, µM (doses to about 114 µM), without a hit: top-dose activity change, negative = inhibition, actives largely listed as inhibitors; 390,000 tested, 1.2% active; further: potency means the concentration at half of the fitted maximal effect; on the % scale 0 is the no-effect control and ±100 the full control effect
Target sequence (Q9Y253 whole entry, looked up): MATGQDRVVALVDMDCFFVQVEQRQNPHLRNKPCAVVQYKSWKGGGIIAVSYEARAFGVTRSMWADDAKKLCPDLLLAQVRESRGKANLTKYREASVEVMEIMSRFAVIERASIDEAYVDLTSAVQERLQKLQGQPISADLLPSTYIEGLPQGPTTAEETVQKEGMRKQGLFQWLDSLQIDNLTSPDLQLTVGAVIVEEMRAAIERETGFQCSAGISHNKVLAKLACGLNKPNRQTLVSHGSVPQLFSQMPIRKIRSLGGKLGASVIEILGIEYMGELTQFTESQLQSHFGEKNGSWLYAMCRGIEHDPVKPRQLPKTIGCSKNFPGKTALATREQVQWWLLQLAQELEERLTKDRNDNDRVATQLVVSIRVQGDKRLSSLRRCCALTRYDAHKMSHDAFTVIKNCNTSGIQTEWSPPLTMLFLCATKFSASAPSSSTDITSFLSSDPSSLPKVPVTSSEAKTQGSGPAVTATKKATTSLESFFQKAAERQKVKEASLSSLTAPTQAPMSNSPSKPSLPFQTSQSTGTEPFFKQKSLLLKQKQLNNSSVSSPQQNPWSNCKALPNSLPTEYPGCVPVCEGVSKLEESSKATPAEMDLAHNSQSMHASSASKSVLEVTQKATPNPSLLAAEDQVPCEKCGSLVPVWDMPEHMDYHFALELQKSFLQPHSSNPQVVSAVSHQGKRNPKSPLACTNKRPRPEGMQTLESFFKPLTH
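Pol eta (10 nM) was preincubated with compounds for 15 min at room temperature, after which fluorescent replication substrate (50 nM final) was added to start the reaction. Fluorescence was read kinetically at 0 and 10 min.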
POLB inh = DNA polymerase beta (human) inhibition. P06746. AID 485314. 340,000 tested, 1.3% active. Potency, µM (titrated, usually from 114 µM), for the others: at the top dose activity change, negative = inhibition, most hits filed as inhibitors. Pol beta primer extension/strand displacement, fluorescence kinetic; further: potency means the concentration at half of the fitted maximal effect; on the % scale 0 is the no-effect control and ±100 the full control effect
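Reaction started by 50 nM substrate onto compound-treated Pol beta (10 nM, 15 min preincubation, room temperature); plates read at 0 min and 10 min. Normalized concentration-effect data fitted by four-parameter Hill equation.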
ERG Ets-DNA blk = ERG Ets/DNA interaction inhibition. Potency, µM (top dose mostly 76.9 µM), inactives show top-dose FP activity, negative = inhibition, most hits filed as inhibitors. fluorescence polarization, His-ERG Ets domain / labelled DNA. 370,000 tested, 0.028% active; active means well fitted inhibition curve with a large enough effect in the polarisation, with a control signal flat; inconclusive means small, poorly fitted or top-dose-only effect, or effect the other way, or a change in a side signal; inactive means no such curve, though single readings can be large or run the other way; the % refers to the polarisation;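 further: polarization taken with two DNA probes labelled with fluorescein and Texas red; potency means the concentration at half of the fitted maximal effect; % of control where 0% means no effect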
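His-tagged ERG Ets domain (1 uM in the protein solution; 300mM KCl, 50mM Tris-HCl, 1mM EDTA, 1mM DTT, pH 7.5) received compound, then a probe mix of 5 nM fluorescein-DNA and 100nM Texas-615-DNA. Fluorescence polarization was read for both dyes.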
Starred values were filed as active, the others as inactive; ? = inconclusive; · = not tested or not shown; & = joins results of further samples; [ ] = remark or other dose. Unless noted, the call rests on the fitted dose curve; in most records, active means well fitted curve in the direction sought with a large enough effect; inconclusive means small, poorly fitted or top-dose-only effect, or another doubt; inactive means no such curve, though single readings can be large; an effect the other way counts as inactive or inconclusive.

SMILES	Apoferritin bind	POLK inh	RGS4 inhibitor	12-LOX inh	LDHA inh	APE1 inh	Pol eta inh	POLB inh	ERG Ets-DNA blk
COc1cccc(NC(=S)N(CCc2nc3cc(C)c(C)cc3[nH]2)Cc2cccnc2)c1	-2%	-6%	-18%	2%	0	4%	2%	42%	·
CCN(CC)S(=O)(=O)c1cc(NC(=O)COC(=O)Cn2cnc3ccccc32)ccc1C	-14%	-5%	-2%	-18%	-3	4%	-22%	29%	-7%
CCS(=O)(=O)n1nc(C(=O)N2CCOCC2)nc1N	3%	-8%	35%	0%	-20	4%	12%	-12%	-1%
COc1ccc(-c2ccc(C(=O)O)o2)c([N+](=O)[O-])c1	-1%	7%	-25%	?	11	1%	-5%	23%	-2%
O=C(OCc1cnc(Cl)s1)c1cccc(Cl)c1	?	-17%	-15%	-3%	-1	-1%	-15%	7%	2%
CCOC(=O)CNC(=O)CN1C(=O)CC(c2ccco2)Sc2ccccc21 (centres undefined)	3%	-5%	-6%[56.9 µM]	79%[activator]	-1	-24%	-6%	-5%	17%
CN(c1ccc(C(=O)Nc2cccnc2)cc1)S(=O)(=O)c1ccc(Cl)cc1	-18%	-2%	-16%	0%	-3	41%	-22%	6%	16%
CCN1c2ccccc2-n2cccc2C12CCN(C(=O)Nc1ccccc1C(F)(F)F)CC2	-3%	-12%[60.1 µM]	3%	-19%	0	·	-12%	8%	-1%
CCOc1ccc(-c2csc(C3COc4ccccc4O3)n2)cc1 (centres undefined)	·	3%	-13%	23%	-7	·	-4%	·	8%
CCCCOc1cccc(C(=O)NC(=S)Nc2ccc(Cl)c(C(=O)O)c2)c1	-12%	4%	?	5.6µM*	2	-4%	3%	-2%	0%
CC(=O)c1ccc(NC(=O)CN2CCC(C(=O)c3ccc(F)cc3)CC2)cc1	2%	-5%	-10%	1%	0	-6%	-23%	3%	6%
O=C/C(=C\Nc1ccc(C(=O)N2CCOCC2)cc1)c1nc2ccccc2o1	-4%	-2%	15%	-2%	1	1%	-15%	0%	-7%
Cc1nc(-c2cccc(NC(=O)c3ccc(-n4nccc4C)cc3)c2)cs1	·	-14%	-45%	26%	1	-24%	-9%	·	1%
O=C(O)c1cc(-c2ccccc2)nc(-c2ccccc2)c1	·	10%	-10%	152%	-5	48%[activator]	-8%	·	11%
CCOC(=O)Cc1csc(NC(=S)NC(=O)c2ccc([N+](=O)[O-])cc2)n1	-11%	-21%	-13%	?	-6	7%	-18%	0%	-4%
N#Cc1ccccc1NC(=O)CN(Cc1ccccc1)Cc1ccccc1	-6%	-5%	13%	-3%	3	12%	-10%	32%	12%
S=C(NC1CCCC1)NN1CCOCC1	-3%	-17%	9%	0%	-3	3%	-4%	-2%	-2%
Cc1ccc(C(=O)c2coc3ccc(OCC(=O)O)cc23)cc1	-7%	4%	-5%	2%	-3	-3%	11%	20%	-2%
COc1ccc(-c2nn(-c3ccccc3)cc2C(=O)NCC(c2cccs2)N2CCOCC2)cc1 (centres undefined)	·	-5%	-36%	-11%	-3	22%	-9%	·	8%
CC(=O)OCC1(C)CN(c2ccccc2)N(C(C)=O)C1=O (centres undefined)	0%	0%	-18%	-15%	5	0%	-9%	-5%	8%
COc1ccc(CNC(=O)c2c3c(nc4ccccc24)C(=O)N(C2CCCCC2)C3)c(OC)c1	?	-13%	-18%	-21%	-10	·	-13%	31%[activator]	-3%
COc1ccc2[nH]c3c(c2c1)CCN1C(=O)C(CC(=O)NCCC2=CCCCC2)C[C@H](C(=O)N2CCOCC2)[C@@]31CCC1CCCC1 (some centres undefined)	·	8%	-15%	-57%	-2	-10%	-14%	·	-10%
O=C(c1cc2ccccc2oc1=O)N(Cc1cccc(Cl)c1)C1CCS(=O)(=O)C1 (centres undefined)	-12%	1%	-14%	27%&-57%	5&2	·	-14%	?	-2%
c1ccc(CCC2Cc3ccccc3N2)cc1 (centres undefined)	·	-1%	10%	7%	-1	18%	-19%	·	4%
Cc1ccc(C(=O)Nc2cccc(NC(=O)c3ccc(C)cc3)n2)cc1	·	6%	-15%	?	3	·	-18%	·	-3%

The final 3 entries of the section before are carried over, then new ones follow.
SMILES	Apoferritin bind	POLK inh	RGS4 inhibitor	12-LOX inh	LDHA inh	APE1 inh	Pol eta inh	POLB inh	ERG Ets-DNA blk
O=C(c1cc2ccccc2oc1=O)N(Cc1cccc(Cl)c1)C1CCS(=O)(=O)C1 (centres undefined)	-12%	1%	-14%	27%&-57%	5&2	·	-14%	?	-2%
c1ccc(CCC2Cc3ccccc3N2)cc1 (centres undefined)	·	-1%	10%	7%	-1	18%	-19%	·	4%
Cc1ccc(C(=O)Nc2cccc(NC(=O)c3ccc(C)cc3)n2)cc1	·	6%	-15%	?	3	·	-18%	·	-3%
CCCN(c1c(C)n(C)n(-c2ccccc2)c1=O)S(=O)(=O)c1ccc(C)cc1	-2%	8%	-1%	-13%	-10	·	-6%	21%	-13%
Cc1nnc(NC(=O)CN2C(=O)NC3(CCCC3)C2=O)s1	·	7%	-26%	?	-3	-11%	-27%	·	-2%
O=C(CN1C(=O)NC2(CCCCCCC2)C1=O)NCc1cccs1	5%	-7%	3%	-24%	1	-3%	-3%	8%	-7%
C=CCc1ccc(OCCOc2cccc3ccc(C)nc23)c(OC)c1	?	-6%	-22%	?	-14	-3%	-20%	?	-6%
CN1CCN(C(=O)c2ccc3nc(-c4ccccc4)c(-c4ccccc4)nc3c2)CC1	-9%	-4%	-9%	5%	-6	6%	-19%	27%	-11%
CCC/C(=N/NC(=O)c1csc(C)c1C)c1ccc(Cl)s1	-17%	-4%	-25%	-14%	-6	0%	-5%	0%	0%
Cc1ccnc(NC(=O)COc2c(C)cc(C)cc2[N+](=O)[O-])c1	-6%	-1%	-23%	-18%	-10	17%	-18%	49%	0%
CCSc1nc2cc(OC)c(OC)cc2c(=O)n1CCc1ccccc1	-3%	0%	-19%	-21%	-12	3%	-13%	?	5%
COc1cc(/C=N/N=C(\N)c2nonc2N)cc(OC)c1OC	-11%	-1%	-1%	?	-6	5%	-17%	-21%	-12%
Cc1ccc(NC(=O)CN(C)C(=O)Cn2nnc(-c3ccccc3)n2)cc1	·	4%	3%	-19%	3	0%	-4%	·	14%
COc1ccc(C(C(=O)NC(C)(C)C)N(C(=O)CNC(=O)c2cccs2)c2ccc(NC(C)=O)cc2)cc1OC (centres undefined)	-12%	0%	2%	?	-5	-1%	-10%	-8%	-15%
CCc1nn2c(=O)cc(COC(=O)c3ccccc3NC(=O)COc3ccccc3C)nc2s1	-12%	-8%[60.1 µM]	-20%	-20%	-9	·	9%	3%	4%
Cc1ccc(C(=O)N2CC(C)OC(C)C2)c(Cl)c1 (centres undefined)	-16%	-22%	14%	0%	1	7%	13%	9%	3%
COc1cccc(N(Cc2nnc3n2CCCCC3)C(=O)Nc2ccccc2F)c1	1%	0%	23%	3%	-8	9%	-11%	-19%	0%
Cc1noc(C)c1CSc1nc2sc(C)c(C)c2c(=O)n1-c1ccccc1	2%	7%	-52%	0%	-1	0%	-12%	-7%	13%
COc1ccc(NC(=O)c2cc(C)nc3c2c(C)nn3-c2ccc(C)cc2)cc1OC	9%	-10%	0%	-23%	-9	·	-10%	2%	2%
CN(Cc1ccccc1)C(=O)[C@H](Cc1ccc2ccccc2c1)NC(=O)[C@@H]1C[C@@H](O)CN1C(=O)c1cn(C)c2ccccc12	2%	-11%[60.1 µM]	·	8%	·	-7%	·	·	·
Cc1ccc(N(CC2CO2)S(=O)(=O)c2ccccc2[N+](=O)[O-])cc1 (centres undefined)	-8%	-24%	-21%	-7%	-5	48%[activator]	-9%	-11%	1%
CCC(C)NCCOc1ccc(Br)cc1 (centres undefined)	-7%	1%	2%	-42%	-11	-6%	3%	-1%	-3%
COc1ccc(C2Nc3ccccc3C(=O)N2c2ccc(F)cc2)cc1CSc1ccccn1 (centres undefined)	-1%	-13%	3%	1%	-7	-4%	4%	8%	-6%
CN1CCN(CCCNC(=O)c2ccc(/C=C3\Oc4ccccc4N(Cc4ccc(Cl)cc4)C3=O)cc2)CC1	-2%	-20%	-9%	-3%	-1	-60%	?	-25%	1%
Cc1ccc(NC(=O)c2cc(CN3CCOCC3)on2)cc1Cl	-10%	0%	6%	-4%	-14	·	-7%	10%	3%
COc1ccc(N(Cc2cc3ccc(C)cc3[nH]c2=O)C(=O)C2CCCO2)cc1 (centres undefined)	0%	1%	-10%	5%	-1	-3%	-11%	-9%	4%
CCCS(=O)(=O)c1c(S(=O)(=O)CCC)c2cnccn2c1C(=O)c1ccc(Cl)cc1	?	-9%	12%	405%[activator]	-4	4%	?	-2%	0%
O=S(=O)(c1ccc(F)c(F)c1F)N1CCN(C(=S)NC2CC3CCC2C3)CC1 (centres undefined)	-7%	12%	-38%	-3%	1	0%	10%	0%	-2%
CC(=O)Nc1ccc(-n2c(C)c(C(C)=O)c(C(C)=O)c2C)cc1	-6%	-1%	-12%	0%	1	16%	-8%	22%	-10%
O=C(CP(=O)(c1ccccc1)c1ccccc1)N1CCCCC1	7%	-4%	28%	-2%	-4	20%	-2%	21%	-3%

These rows are one share of the data; count on the stated rates, not on these rows.
